Source: PubChem
Platelet DG rel – modulates dense granule release in human platelets; human platelet-rich plasma, SFLLRN dense granule ATP release, luminescence; inhibition, %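 (compounds screened at 7.5 µM in platelet-rich plasma)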; AID 1663; actives 0.22% (n = 300,000);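 active = mean replicate score, as percent of positive control, at or above 50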
KLF5 inhibitor – inhibitors of KLF5 expression; AID 1700; DLD-1 KLF5 promoter-luciferase reporter, luminescence; actives 0.23% (n = 290,000); inhibition, % at 5 µM;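 active = inhibition above a per-plate limit of that plate's mean compound inhibition plus 3 SD, cut at about 60% in these data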;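 also: 0% = DMSO wells and 100% = LY294002 at 200 µM; higher means less KLF5 promoter-driven luciferase light; inactives centre near -14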
HIF activator – HIF pathway transcriptional activation | U2OS HRE-luciferase reporter, luminescence; normalized: DMSO 0%, desferrioxamine 100% | activation, % at 7.5 µM (by protocol) | actives 0.32% (n = 300,000) | AID 1910;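 active = mean activation of at least 10% of the iron chelator positive control signal, with at least half of replicates also reaching 10%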
HSF-1 act – increases HSF-1 driven luciferase reporter signal; actives 1.7% (n = 300,000); NIH3T3-HGL HSF-1 luciferase reporter, MG132, 8 h; 100% = twice DMSO control signal; activation, % at 9 µM;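 active = mean replicate activation of at least 50% with a set share of replicates each reaching 50%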;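 also: 0% = median of the neutral control wells and 100% = twice that signal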
IEC-6 tox – kills IEC-6 intestinal cells in KLF5 counter-screen; IEC-6 cytotoxicity, luminescence viability; actives 0.78% (n = 290,000); inhibition, % at 5 µM; in the data active = inhibition above about 22%;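 also: 0% = plate median of test compound wells and 100% = cytotoxic reference compound wells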
aSyn 5UTR inh – MLPCN primary screen, SNCA 5' untranslated region; alpha-synuclein 5'UTR reporter, inhibitor activity; actives 0.82% (n = 300,000); AID 1813; inhibition, % (tested at 7.5 µM); in the data active = inhibition above about 60%;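 also: H4 neuroglioblastoma cells stably carrying SNCA 5'UTR luciferase fusion; 0% = DMSO wells and 100% = positive control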
HDAC3 inhib – blocks human histone deacetylase 3; actives 0.15% (n = 320,000); inhibition, % at 8.3 µM; O15379; AID 2718; recombinant HDAC3, fluorogenic peptide/trypsin coupled, fluorescence; in the data active = inhibition above about 26%, passing the limit was not always enough
Target sequence (O15379 whole entry, looked up): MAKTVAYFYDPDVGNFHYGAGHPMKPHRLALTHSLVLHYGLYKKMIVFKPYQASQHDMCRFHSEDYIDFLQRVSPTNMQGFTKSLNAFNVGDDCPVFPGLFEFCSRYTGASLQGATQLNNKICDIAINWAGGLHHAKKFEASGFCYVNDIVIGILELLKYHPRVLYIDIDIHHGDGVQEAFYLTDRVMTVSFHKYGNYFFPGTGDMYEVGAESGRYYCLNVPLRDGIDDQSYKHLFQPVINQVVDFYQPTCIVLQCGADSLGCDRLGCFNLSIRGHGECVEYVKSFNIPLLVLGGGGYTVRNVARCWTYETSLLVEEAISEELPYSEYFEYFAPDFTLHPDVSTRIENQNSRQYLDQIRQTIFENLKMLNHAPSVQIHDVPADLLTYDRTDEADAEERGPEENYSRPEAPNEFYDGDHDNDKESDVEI
AI-2 QS modul – modulates the Vibrio harveyi AI-2 quorum sensing system | Vibrio harveyi JMH597 AI-2 luminescence/OD600 ratio, 9 h; stronger effect = lower value; strain lacks LuxN and CqsS sensors; 0 = neutral-control median | activity change, % at 7.5 µM | actives 0.4% (n = 300,000); in the data active = activity change below about -75%, passing the limit was not always enough;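 also: luminescence divided by OD600 gain over 9 h not by final OD600 alone; inactives centre near 13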
HSP90 refold inh – blocks HSP90-mediated luciferase refolding in reticulocyte lysate | Rabbit reticulocyte lysate, luciferase refolding luminescence, 3 h | inhibition, % at 5.6 µM | actives 0.91% (n = 290,000) | AID 1789;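 active = inhibition above the screen-wide mean plus 3 SD, computed separately per campaign, cut at about 16% in these data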;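 also: 0% = DMSO wells and 100% = 60 µM geldanamycin wells; inhibitors lower the luminescence because luciferase stays unfolded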
HSF1 inh – HSF1 inhibition; NIH3T3-HGL HSE-luciferase, MG132-induced, luminescence 8 h; stronger effect = lower value; activity change, negative = inhibition, % at 7.5 µM (by protocol); actives 0.77% (n = 300,000);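 active = more than half of replicate wells show activity change below -50%, luminescence cut by over half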;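 also: luciferase reports HSF-1 transcriptional activity via heat shock element; 0% = median of DMSO wells and -100% = zero luminescence signal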
* hit, by the source's call.

O=C(CSc1nnc(-c2cccnc2)n1Cc1ccco1)c1ccc(Cl)c(Cl)c1 was read as Platelet DG rel -3, KLF5 inhibitor 0, HIF activator 0.0, HSF-1 act 21, IEC-6 tox -1, aSyn 5UTR inh 18, HDAC3 inhib -2, AI-2 QS modul -6, HSP90 refold inh 1 and HSF1 inh -1.
Screening CCN(C(=S)Nc1cccnc1)c1cccc2ccccc12 returned Platelet DG rel -6, KLF5 inhibitor -4, HIF activator -0.7, HSF-1 act 24, IEC-6 tox 4, aSyn 5UTR inh -28, HDAC3 inhib -8, AI-2 QS modul 12, HSP90 refold inh 0 and HSF1 inh 16.
Cc1cccc(C)c1N1CCN(S(=O)(=O)N(C)C)CC1 was read as Platelet DG rel 1, KLF5 inhibitor -27, HIF activator -0.8, HSF-1 act -9, IEC-6 tox -2, aSyn 5UTR inh -17, HDAC3 inhib -3, AI-2 QS modul 10, HSP90 refold inh 3 and HSF1 inh 1.
For COc1ccc(N(CC(=O)NCc2ccco2)C(=O)CNS(=O)(=O)c2ccc(Cl)cc2)cc1 the results were Platelet DG rel 1, KLF5 inhibitor -23, HIF activator -0.2, HSF-1 act 17, IEC-6 tox 1, aSyn 5UTR inh -6, HDAC3 inhib 9, AI-2 QS modul 20, HSP90 refold inh 6 and HSF1 inh 15.
For COc1ccc(NC(=O)c2[nH]ncc2[N+](=O)[O-])cc1 the results were Platelet DG rel 3, KLF5 inhibitor -38, HIF activator -0.4, HSF-1 act 14, IEC-6 tox -4, aSyn 5UTR inh -10, HDAC3 inhib 3, AI-2 QS modul 32, HSP90 refold inh -1 and HSF1 inh 4.
`CN(CC(=O)Nc1ccc(N2CCOCC2)cc1)CC(=O)Nc1ccc([N+](=O)[O-])cc1Br` gave Platelet DG rel -7, KLF5 inhibitor -16, HIF activator 0.0, HSF-1 act -1, IEC-6 tox -1, aSyn 5UTR inh -12, HDAC3 inhib -1, AI-2 QS modul 13, HSP90 refold inh 2 and HSF1 inh 5.
Screening CCc1ccc(-c2nc(CSCC(=O)N3CCN(c4ncccn4)CC3)c(C)o2)cc1 returned Platelet DG rel 0, KLF5 inhibitor -8, HIF activator -0.9, HSF-1 act -9, IEC-6 tox -2, aSyn 5UTR inh 19, HDAC3 inhib 5, AI-2 QS modul -5, HSP90 refold inh -2 and HSF1 inh -16.
`NC(=O)CCn1cnc2ccccc21` gave Platelet DG rel -17, KLF5 inhibitor -10, HIF activator 0.2, HSF-1 act -1, IEC-6 tox 0, aSyn 5UTR inh -2, HDAC3 inhib -12, AI-2 QS modul 22, HSP90 refold inh 5 and HSF1 inh -7.
COC(=O)CN1C(=O)N/C(=C/c2ccc(C)o2)C1=O was read as Platelet DG rel -4, KLF5 inhibitor -5, HIF activator -0.3, HSF-1 act -4, IEC-6 tox -7, aSyn 5UTR inh -22, HDAC3 inhib 6, AI-2 QS modul -12, HSP90 refold inh -2 and HSF1 inh -3.
Screening CCCCOc1ccc(N2C(N)=NC(N)=NC23CCCCC3)cc1 returned Platelet DG rel 0, KLF5 inhibitor -25, HIF activator -1.3, HSF-1 act -9, IEC-6 tox 6, aSyn 5UTR inh -7, HDAC3 inhib 1, AI-2 QS modul 14, HSP90 refold inh 0 and HSF1 inh -5.
Screening CCc1cccc(C)c1NC(=O)CSc1nnc(-c2ccco2)n1N returned Platelet DG rel 2, KLF5 inhibitor -7, HIF activator -0.5, HSF-1 act 30, IEC-6 tox -11, aSyn 5UTR inh 3, HDAC3 inhib -2, AI-2 QS modul 12, HSP90 refold inh 0 and HSF1 inh -4.
`CCC1(CC)C(=O)C2=C3C1[C@H](C(=O)OC)C=C(C(=O)OC)C[C@H]3[C@H]1C(=O)NC(=O)[C@H]1[C@H]2C` (stereo partly drawn) gave Platelet DG rel 2, HIF activator -1.0, HSF-1 act -4, aSyn 5UTR inh -23, HDAC3 inhib 5, AI-2 QS modul 1 and HSF1 inh -5.
For Cc1ccc(CSCC(=O)N(C)CC(=O)Nc2c(Cl)cccc2Cl)cc1 the results were Platelet DG rel 0, HIF activator -0.2, HSF-1 act -6, aSyn 5UTR inh 14, HDAC3 inhib 5, AI-2 QS modul 14 and HSF1 inh -1.
Screening COc1cc(/C=C2/C(=N)N3C=CSC3=NC2=O)ccc1OCCCOc1ccccc1C returned Platelet DG rel -6, KLF5 inhibitor -21, HIF activator 1.7, HSF-1 act 10, IEC-6 tox 5, aSyn 5UTR inh -118, HDAC3 inhib -3, AI-2 QS modul 2, HSP90 refold inh -2 and HSF1 inh -7.
For Fc1ccccc1CSc1ncn[nH]1 the results were Platelet DG rel -3, KLF5 inhibitor -26, HIF activator 0.3, HSF-1 act 3, IEC-6 tox 1, aSyn 5UTR inh -3, HDAC3 inhib -2, AI-2 QS modul 29, HSP90 refold inh -5 and HSF1 inh -1.
For O=C(/C=C/c1ccco1)Nc1ccc2nc3n(c(=O)c2c1)CCCC3 the results were Platelet DG rel -8, KLF5 inhibitor -69, HIF activator 1.5, HSF-1 act 8, IEC-6 tox 5, aSyn 5UTR inh -176, AI-2 QS modul 6, HSP90 refold inh 3 and HSF1 inh 9.
`O=C(COc1cc2oc(=O)c3c(c2cc1Cl)CCC3)Nc1ccccn1` gave Platelet DG rel 8, KLF5 inhibitor 2, HIF activator -0.6, HSF-1 act -19, IEC-6 tox 7, aSyn 5UTR inh -20, HDAC3 inhib -1, AI-2 QS modul 14, HSP90 refold inh 2 and HSF1 inh -8.
For Cc1nc2ccc(NC(=O)c3ccc(S(=O)(=O)N(C)C)cc3)cc2s1 the results were Platelet DG rel -28, KLF5 inhibitor -38, HIF activator -0.4, HSF-1 act -7, IEC-6 tox 5, aSyn 5UTR inh 22, HDAC3 inhib 10, AI-2 QS modul 4, HSP90 refold inh 5 and HSF1 inh 0.
Screening CCCC1=C(C(=O)OCC)C(c2c(C)nn(-c3ccccc3)c2Cl)C(C#N)=C(N)O1 (stereo not drawn) returned Platelet DG rel 1, KLF5 inhibitor -3, HIF activator -0.2, HSF-1 act 8, IEC-6 tox 2, aSyn 5UTR inh 17, HDAC3 inhib 4, AI-2 QS modul 28, HSP90 refold inh -1 and HSF1 inh 7.
`Cc1ccc(-n2nc3c(=O)n(CC(=O)NCc4ccc(C)o4)nc(C)c3c2C)cc1` gave Platelet DG rel 9, KLF5 inhibitor -2, HIF activator 0.0, HSF-1 act 18, IEC-6 tox 4, aSyn 5UTR inh 33, HDAC3 inhib 4, AI-2 QS modul 5, HSP90 refold inh 3 and HSF1 inh 0.
Screening CCOC(=O)c1ccc(N2C(=O)C3C(C2=O)C(C(=O)c2ccc(Cl)cc2)N2CCCC32)cc1 (stereo not drawn) returned Platelet DG rel 2, KLF5 inhibitor -12, HIF activator -0.4, HSF-1 act 2, IEC-6 tox 4, aSyn 5UTR inh -6, HDAC3 inhib -5, AI-2 QS modul 22, HSP90 refold inh 5 and HSF1 inh 9.
CC1(c2ccc([N+](=O)[O-])c(CS(=O)(=O)c3ccccc3)c2)OCCO1 was read as Platelet DG rel 0, KLF5 inhibitor -37, HIF activator 0.1, HSF-1 act 8, IEC-6 tox -4, aSyn 5UTR inh 15, HDAC3 inhib -1, AI-2 QS modul 17, HSP90 refold inh -1 and HSF1 inh -1.
COc1c(Cl)cc(Cl)cc1C(=O)Nc1ccc(C(=O)O)cc1 was read as Platelet DG rel -7, KLF5 inhibitor -4, HIF activator 0.2, HSF-1 act -3, IEC-6 tox -9, aSyn 5UTR inh 8, HDAC3 inhib 1, AI-2 QS modul 19, HSP90 refold inh -2 and HSF1 inh 2.
For CCOC(=O)N1CCN(C(=O)C(C)c2ccc([N+](=O)[O-])cc2)CC1 (stereo not drawn) the results were Platelet DG rel -5, KLF5 inhibitor 11, HIF activator -0.4, HSF-1 act -27, IEC-6 tox 3, aSyn 5UTR inh -6, HDAC3 inhib 0, AI-2 QS modul 13, HSP90 refold inh 1 and HSF1 inh -14.
`O=C(O)CCCNS(=O)(=O)c1cccs1` gave Platelet DG rel 4, KLF5 inhibitor -14, HIF activator -0.5, HSF-1 act -5, IEC-6 tox -2, aSyn 5UTR inh 12, HDAC3 inhib 3, AI-2 QS modul 26, HSP90 refold inh 1 and HSF1 inh -7.
For O=C(NCCCO)NC(=S)c1cccc2ccccc12 the results were Platelet DG rel 8, KLF5 inhibitor -8, IEC-6 tox 5, HDAC3 inhib 2, AI-2 QS modul -1 and HSP90 refold inh 1.
For CCn1c(Cc2ccc(OC)cc2)nnc1SCC(=O)Nc1ccc(N2CCOCC2)cc1 the results were Platelet DG rel -4, KLF5 inhibitor -19, HIF activator -0.4, HSF-1 act 5, IEC-6 tox -8, aSyn 5UTR inh 6, HDAC3 inhib 0, AI-2 QS modul 23, HSP90 refold inh 0 and HSF1 inh -6.
`O=C(CCn1nc(-c2ccc(Cl)cc2)ccc1=O)N1CCN(c2ccccn2)CC1` gave Platelet DG rel -8, KLF5 inhibitor -27, HIF activator -0.1, HSF-1 act 7, IEC-6 tox -1, aSyn 5UTR inh 19, AI-2 QS modul 14, HSP90 refold inh -4 and HSF1 inh 5.
`CC1=CCC[C@@H]2[C@@](C)(CC/C(C)=C/C(=O)O)[C@H](C)CC[C@@]12C` gave Platelet DG rel 3, KLF5 inhibitor 2, HIF activator 0.0, HSF-1 act 6, IEC-6 tox -8, aSyn 5UTR inh 30, HDAC3 inhib 2, AI-2 QS modul 27, HSP90 refold inh 1 and HSF1 inh -2.
For CSc1ccc(CN(C)C(C)C(=O)Nc2ccc(F)c(F)c2F)cc1 (stereo not drawn) the results were Platelet DG rel -6, KLF5 inhibitor 10, HIF activator -0.9, HSF-1 act 0, IEC-6 tox -3, aSyn 5UTR inh 13, HDAC3 inhib 4, AI-2 QS modul -13, HSP90 refold inh -5 and HSF1 inh 4.
`COc1ccc(OC)c(NC(=O)CN2CCc3ccccc3C2)c1` gave Platelet DG rel 1, KLF5 inhibitor -9, HIF activator -0.3, HSF-1 act 0, IEC-6 tox 0, aSyn 5UTR inh 28, HDAC3 inhib -5, AI-2 QS modul 42, HSP90 refold inh 6 and HSF1 inh -7.
Screening Cc1cc(C)n(Cc2ccccc2)c(=O)c1S(=O)(=O)c1ccccc1 returned Platelet DG rel 5, KLF5 inhibitor -18, HIF activator -0.2, HSF-1 act -17, IEC-6 tox 2, aSyn 5UTR inh 8, HDAC3 inhib -3, AI-2 QS modul -2, HSP90 refold inh 2 and HSF1 inh -2.
Screening O=C1NC(c2ccccc2)=C(c2ccc3ccccc3n2)C(c2ccccc2)N1 (stereo not drawn) returned Platelet DG rel -4, KLF5 inhibitor -2, HIF activator -0.1, HSF-1 act -3, IEC-6 tox 1, aSyn 5UTR inh -8, HDAC3 inhib 10, AI-2 QS modul 24, HSP90 refold inh 3 and HSF1 inh -5.
For CCN(CC)S(=O)(=O)c1ccc2[nH]c(=O)cc(C(=O)Nc3cccc(C(C)=O)c3)c2c1 the results were Platelet DG rel -3, KLF5 inhibitor 2, HIF activator 0.8, HSF-1 act 3, IEC-6 tox -10, aSyn 5UTR inh 8, HDAC3 inhib 3, AI-2 QS modul 18, HSP90 refold inh 2 and HSF1 inh 7.
